MITF TRPM1 inh: MITF TRPM1 promoter inhibition in SK-MEL-5 cells | SK-MEL-5 TRPM1 promoter luciferase, 24 h | AID 488899 | 330,000 compounds, 0.83% hits | inhibition, % at 12.5 µM;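 active = mean inhibition across replicates of 60% or more, whatever share of single replicates reaches that level; inconclusive = some that reach 60%, reason not given; inactive = mean inhibition across replicates below 60%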; also: values of inactives mirror those of a sister screen read the other way
KKLEB cytotox: reduces viability of KKLEB cystic fibrosis airway cells; 360,000 compounds, 0.36% hits; KKLEB CF airway cells viability, ATPlite luminescence, overnight; stronger effect = lower value; cells stimulated with P. aeruginosa culture filtrate; AID 602141; activity change (cytotoxicity), % at 5 µM;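 active = corrected activity change at or below -50% at 5 µM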
Vif inh: inhibitors of HIV Vif; inhibition, % at 7.49 µM; HEK293T cells, Vif self-association by quenched fluorescence, imaging, 24 h; 340,000 compounds, 0.35% hits; AID 602346; in the data active = inhibition above about 50%, passing the limit was not always enough; inconclusive = no clear call, values can overlap the other calls; inactive = below about 31%; also: some results filed as inactive read as strong as hits
Peg3 prom inh: Peg3 promoter activity inhibition. HeLa PEG-Prom luciferase reporter, luminescence, overnight. inhibition, % at 20 µM. 360,000 compounds, 1.7% hits;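 active = inhibition of at least 50% at 20 µM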
HIF-2a block: inhibitors of HIF-2a. 786-0 RCC cells HIF-2a reporter, luciferase luminescence, overnight. inhibition, % at 18.8 µM. 360,000 compounds, 0.72% hits. AID 624352;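 active = inhibition of the luminescence signal of 40% or more relative to plate controls, in a single-dose primary screen at 18.75 µM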
CaV13 FRET inh: Primary screen for inhibitors of IQ motif and Ca2+-dependent inactivation inhibitor domain binding in CACNA1D, Förster resonance energy transfer in living cells, … | inhibition, % at 12.3 µM | HEK cells, CFP/YFP FRET ICDI-IQ, plate reader, 10 min; percent FRET-ratio fall versus neutral wells | 340,000 compounds, 0.098% hits;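 active = mean replicate inhibition of at least 30% and at least 1% of replicates passing that level; inconclusive = only one of the two criteria is met; inactive = neither criterion is met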;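 also: 0% = median of the neutral control wells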
Shn3 inh set2: Schnurri-3 reporter inhibition in Clone20 osteoblasts | AID 588674 | inhibition, % at 12.5 µM | Clone20 osteoblast Shn3 3'UTR firefly luciferase, 24 h | 360,000 compounds, 0.52% hits;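 active = mean inhibition of at least 75% with every replicate also reaching 75%; inconclusive = mean inhibition at least 75% but some replicate below; inactive = mean inhibition below 75%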;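 also: 0% = median of neutral control wells and 100% = pilot-screen positive control compound; some compounds past the cut are filed as inactive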
PDI turbidity: blocks human protein disulfide isomerase activity; inhibition, % at 10 µM; P07237; 350,000 compounds, 0.052% hits; PDI insulin aggregation turbidity, A650, 90 min;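 active = mean inhibition across replicates of 30% or more, whatever share of single replicates reach that level; inconclusive = mean inhibition below 30% while every single replicate reaches 30%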;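 also: absorbance from insulin aggregation driven by PDI reduction with DTT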
Target sequence (P07237 whole entry, looked up): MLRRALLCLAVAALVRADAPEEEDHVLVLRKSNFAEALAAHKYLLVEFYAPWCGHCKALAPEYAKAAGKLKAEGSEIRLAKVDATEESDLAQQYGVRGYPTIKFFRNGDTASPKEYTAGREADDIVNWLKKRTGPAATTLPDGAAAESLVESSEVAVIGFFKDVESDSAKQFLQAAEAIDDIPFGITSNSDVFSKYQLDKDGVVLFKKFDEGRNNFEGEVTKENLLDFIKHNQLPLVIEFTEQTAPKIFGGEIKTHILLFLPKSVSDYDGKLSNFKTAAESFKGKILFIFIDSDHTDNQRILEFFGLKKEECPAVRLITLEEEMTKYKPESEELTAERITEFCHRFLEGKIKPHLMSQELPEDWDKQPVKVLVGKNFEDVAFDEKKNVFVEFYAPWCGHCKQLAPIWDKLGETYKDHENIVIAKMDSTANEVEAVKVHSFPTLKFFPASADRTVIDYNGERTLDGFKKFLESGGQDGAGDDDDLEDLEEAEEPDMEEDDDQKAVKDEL
CF NFkB inh: inhibitors of cystic fibrosis induced NF-kB; KKLEB NF-kB-GFP reporter, PAF-induced, GFP fluorescence overnight; inhibition, % at 5 µM; 360,000 compounds, 0.86% hits; AID 588850;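 active = at least 50% inhibition at 5 µM, scaled per plate between neutral and stimulator controls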;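 also: PAF is a Pseudomonas aeruginosa culture filtrate used as stimulus; plate controls were PAF-stimulated DMSO wells for no effect and unstimulated DMSO wells for full effect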
NR2E3 ag-1: agonists of human nuclear receptor NR2E3; Q9Y5X4; AID 2300; inhibition of corepressor binding, % at 4.78 µM; 320,000 compounds, 0.12% hits; GST-NR2E3/biotin-RetCOR TR-FRET, 1536-well;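 active = percent inhibition above the cutoff of mean plus 3 SD of all tested compounds, set per screening campaign, cut at about 20% in these data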;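 also: 0% = DMSO wells and 100% = biotin wells as full block of FRET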
Target sequence (Q9Y5X4 whole entry, looked up): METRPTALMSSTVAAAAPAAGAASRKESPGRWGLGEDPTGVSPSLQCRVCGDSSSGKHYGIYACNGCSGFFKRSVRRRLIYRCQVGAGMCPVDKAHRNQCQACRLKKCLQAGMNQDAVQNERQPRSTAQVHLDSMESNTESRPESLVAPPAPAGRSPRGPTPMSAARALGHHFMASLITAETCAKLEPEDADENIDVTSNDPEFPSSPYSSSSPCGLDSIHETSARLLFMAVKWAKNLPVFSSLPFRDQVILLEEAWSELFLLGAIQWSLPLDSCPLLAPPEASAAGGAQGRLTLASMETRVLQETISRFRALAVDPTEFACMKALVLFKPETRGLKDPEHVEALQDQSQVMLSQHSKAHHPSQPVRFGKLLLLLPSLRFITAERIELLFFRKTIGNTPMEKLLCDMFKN
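Test system: GST-NR2E3 and biotin-RetCOR proteins | Quantity: 1.35 nM GST-tagged NR2E3 final | Medium: Tris pH 7.5 | Also added: 7 nM biotin-RetCOR | Dosing: Compound at 4.8 µM, single dose | Timing: 5 h at 4 °C | Detection: Time-resolved FRET | Read-out basis: Percent inhibition | Benchmarks: Biotin wells as high control, 0.6% DMSO wells as low control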
NR2E3 ag-2: agonists of human NR2E3 nuclear receptor; CHO-S Gal4-NCOR/VP16-NR2E3 two-hybrid, luciferase; inhibition of corepressor binding, % at 3.98 µM; 360,000 compounds, 0.35% hits; Q9Y5X4; AID 602229;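 active = inhibition above the mean of all tested compounds plus 3 SD, cut at about 70% in these data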;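 also: 0% = DMSO with NR2E3 transfected cells and 100% = cells lacking NR2E3 construct; higher means lower luciferase signal from less NR2E3 corepressor binding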
An asterisk follows results filed as active; ? = inconclusive; . = no result given.

molecule	MITF TRPM1 inh	KKLEB cytotox	Vif inh	Peg3 prom inh	HIF-2a block	CaV13 FRET inh	Shn3 inh set2	PDI turbidity	CF NFkB inh	NR2E3 ag-1	NR2E3 ag-2
COC(=O)[C@]1(C)N[C@H](CN(C)C(=O)c2ccccc2)[C@@H]2C(=O)N(Cc3ccccc3)C(=O)[C@@H]21	5	11	3	0	-6	-5	2	12	-22	.	-22
O=C(N/N=C/c1cccnc1)C1CC1(c1ccccc1)c1ccccc1 (configuration not stated)	10	-2	1	17	22	-5	-29	2	7	-1	23
Cc1ccc(Cc2c(-c3cccc(Br)c3)nc3cc(C)c(Br)c(C)n23)cc1	.	-8	.	5	-13	-10	-24	.	-12	.	-14
COc1ccc(OCC(=O)Nc2ccc(Cl)cc2)cc1	-11	9	3	-71	-110	-1	-9	-4	1	1	-4
CC(Oc1ccc(F)cc1)C(=O)Nc1ccc(S(=O)(=O)NC2=NCCCCC2)cc1 (configuration not stated)	-3	-5	1	17	9	-15	2	2	13	0	-1
CCCNC(=O)CSc1nnc(-c2ccc(F)cc2)o1	-1	-4	2	-11	-29	-5	-14	3	-6	-2	-4
Cc1ccc(/C=C/C(=O)O)cc1S(=O)(=O)NCc1ccco1	6	0	16	-2	16	-4	-1	-18	-10	0	-11
CC(=O)Nc1ccc(S(=O)(=O)C(C#N)c2nc3ccccc3nc2NCCCO)cc1 (configuration not stated)	5	-1	6	2	10	-3	0	-1	0	2	-21
C=C(C)n1c(=O)[nH]c2ccccc21	13	-1	5	-5	15	-4	-17	-4	4	-1	11
CCOC(=O)Cn1c(=O)oc2cc(S(=O)(=O)NC3CCCCC3)ccc21	.	16	1	1	9	.	-5	.	-27	3	-12
CCc1nnc(NC(=O)CSc2ncnc3c2cnn3-c2ccc(OC)cc2)s1	-10	-1	8	-5	-16	-4	-35	2	4	2	-8
CCCCCC(=O)N(O)C1CC(=O)N(c2ccccc2)C1=O (configuration not stated)	1	-8	1	37	1	-5	4	-4	14	3	-21
C=CCC1(N(C(C)=O)c2ccccc2C)CCCCC1	0	-8	-5	11	13	-6	-1	4	18	-4	-11
OC(CNC1CCCCC1)CNC1CCCCC1	-5	5	-13	4	20	-18	8	4	-8	-3	9
CCCOC(=O)c1c(NC(=O)CCC(=O)O)sc2c1CCCCC2	11	-12	7	8	13	-5	-2	0	13	2	-7
CCCC1NC(C(=O)O)Cc2c1[nH]c1ccccc21 (configuration not stated)	10	-16	-6	9	-6	-18	-2	-1	5	.	-10
Cn1c(=O)cc(OCC(=O)NCCc2ccc(Cl)cc2)c2ccccc21	-1	-12	-2	15	2	-5	-34	-3	-13	0	7
CSc1nc2ccc(NC(=O)C3CCCO3)cc2s1 (configuration not stated)	-77	-14	-4	-201	-199	-6	-167	-25	8	1	-42
CCOc1ccc(NC(=O)CCC(=O)NNC(=O)COc2ccccc2C)cc1	-11	3	5	-19	-11	-5	-8	5	-1	-1	1
COc1cc(NC(=O)CCN2CCN(c3ccccc3F)CC2)cc(OC)c1	-8	-1	3	17	19	-13	11	12	9	-1	8
CNC(=O)CN(c1cc(OCCOC)c(Cl)cc1Cl)S(=O)(=O)c1ccc(OC)cc1	-1	11	7	0	9	-5	0	9	4	0	-32
O=C(/C=C/c1ccc(Cl)cc1)NCCc1ccccc1	-49	-7	-3	-129	-178	-5	-11	-1	7	1	-47
O=S(=O)(Nc1ccc(O)c(Sc2nc3ccccc3s2)c1)c1ccc(F)cc1	-2	-6	-4	23	28	-2	1	4	24	0	0
Cn1c(=O)n(C)c2cc(C(N)=O)ccc21	-3	-3	-4	15	-2	-8	17	-2	-12	0	1
CC(C)N1C(=O)CCC1C(=O)NCCc1ccccc1 (configuration not stated)	-16	-5	3	7	-16	-5	-3	0	-11	-2	-16
Cc1ccc(CNn2cnnc2SCC(=O)NC(C)(C)C)cc1	9	0	5	-1	8	-4	17	1	-4	2	-14
CC(=O)Oc1ccc2c(C)cc(=O)oc2c1C(=O)c1ccccc1	6	11	-15	3	13	-2	-7	-1	13	2	-14
CC1(Cc2ccccc2OC(F)(F)F)C(=O)Nc2cc(-c3ccccc3Cl)ccc21 (configuration not stated)	.	8	-17	12	16	-3	3	1	15	.	4
NC(=S)n1[nH]c(-c2ccc([N+](=O)[O-])cc2)c(N=Nc2ccc(Cl)cc2)c1=O	54	-24	-12	21	-44	.	81	1	-18	.	-13
O=C(O/N=C1\CCS(=O)(=O)c2sccc21)c1ccc(F)cc1	13	-22	-4	-14	-19	-5	-17	0	9	-5	-7
O=C(O)C1C2CCC(O2)C1C(=O)Nc1ccc(F)cc1 (configuration not stated)	-2	-8	5	22	16	-3	5	-1	18	1	-21
CNCCC=C1c2ccccc2C=Cc2ccccc21	1	-8	-3	25	5	-5	9	0	22	4	-19
CCc1nnc(NC(=O)c2ccc(Br)o2)s1	-17	14	6	-51	-90	-2	-18	4	-2	1	-17
Cc1cccc(C(=O)NNC2=C(C(=O)C(F)(F)F)CCC2)c1O	4	-4	-18	24	-43	-4	26	-7	6	3	-25
Cc1cc(NCc2ccccc2)n2ncc(-c3ccccc3)c2n1	-99	-2	-9	-281	-215	-3	-29	4	-13	2	-196
O=C(c1ccccc1)c1ccc(O)cc1O	2	8	0	1	-4	-6	-15	18	-6	0	-29
CN(C)S(=O)(=O)c1cc(NC(=O)COC(=O)/C=C/c2ccco2)ccc1Cl	-7	10	-2	-3	9	-5	-14	-4	3	1	12
CC1CC(NC(=O)/C=C/C(=O)O)CC(C)(C)C1 (configuration not stated)	1	-1	1	5	13	-5	2	4	0	-1	-20
O=C(O)c1ccc(N/C(=N\S(=O)(=O)c2ccc(Cl)cc2)c2ccccc2)cc1	2	-16	13	-7	17	-4	16	2	-8	1	-18
CCOC(=O)c1ccc(CSc2nnc(-c3ccncc3)n2N)cc1	3	-9	-6	-28	-37	-2	-6	-12	18	-1	14
CCCCCC(=O)N/N=C/c1cccs1	-6	-7	1	-29	-33	-7	-30	-2	4	5	0
Cn1c(=O)n(CCc2ccccc2)c(=O)c2c1nc1n2CCCN1CCc1ccccc1	14	-9	-21	69*	8	.	10	5	0	-4	11
OC(c1ccc(Cl)c(F)c1)c1ncc(-c2ccc(Oc3ccccc3)cc2)[nH]1 (configuration not stated)	.	-6	.	32	2	-6	15	15	-14	.	-13
CN(C)NC(=S)Nc1cccc(Cl)c1	3	-5	-1	5	0	8	5	-1	-3	5	-22
Cc1cccc(CSc2ccc3nnc(-c4ccccn4)n3n2)c1	0	-6	-1	16	20	-17	15	12	-17	-2	8
O=C1OCc2ccc(NC(=O)C3CC3)cc21	7	-4	-11	4	5	5	2	-3	-19	2	-4
CN1C=CC(=O)[C@@H](OC(=O)Nc2ccc(Br)cc2)[C@H]1c1ccccc1Br	28	16	-1	24	-4	-4	-5	0	-1	.	14
O=C(C#Cc1ccccc1)c1ccco1	99*	-64*	13	105*	40*	-7	95*	12	99*	1	-8
CC(=O)C1CCN(Cc2ccccc2)CC1	6	5	11	3	9	.	-8	2	-11	0	2
CC(=O)Nc1cccc(C(=O)OCC(=O)NC(=O)NC2CCCC2)c1	.	-11	-5	10	-2	-5	9	-6	3	.	19
CCOC(=O)c1ccccc1NC(=O)COC(=O)C(CC(C)C)NC(N)=O (configuration not stated)	16	-3	-6	-1	14	2	-31	-14	15	-2	-38
COc1ccc(NC(=O)c2ccccc2NC(=O)CSc2ccc(C)cc2)cc1	-22	-26	?	-14	-85	-10	10	-15	5	3	-28
CCOc1ccc(N(CC(=O)NC2CCCC2)C(=O)CCC(=O)Nc2nc(C)cs2)cc1	-8	12	-1	8	18	-5	7	0	-17	3	-2
CC(C)C(OC(=O)c1cc2c(s1)CCCCC2)C(=O)NC(N)=O (configuration not stated)	-2	1	0	-22	-31	-18	-2	3	-2	-1	-20
CCSc1nnc(NC(=O)CSc2nncc(=O)n2N)s1	-14	-1	0	-4	7	-5	9	2	-2	-1	24
O=C(CN1CCN(C(=O)c2ccco2)CC1)Nc1ccc(Br)cc1	-4	-4	1	3	3	-3	4	5	-9	6	7

New compounds follow.
molecule	MITF TRPM1 inh	KKLEB cytotox	Vif inh	Peg3 prom inh	HIF-2a block	CaV13 FRET inh	Shn3 inh set2	PDI turbidity	CF NFkB inh	NR2E3 ag-1	NR2E3 ag-2
O=C(CCCc1nc(-c2ccc(Cl)cc2)no1)NC1CCCCC1	12	-14	6	16	15	-6	42	1	7	0	-15
COC(=O)c1ccc(/C=N/OCC(=O)NCCc2ccc(OC)c(OC)c2)cc1	7	-2	-8	2	11	-1	-9	2	0	3	-15
CC1N=C(SCC(=O)c2ccc(F)cc2)N2C(C)N=C(SCC(=O)c3ccc(F)cc3)N12 (configuration not stated)	.	-16	-7	-23	-14	-5	-14	-4	-1	.	4
O=C(O)c1cccc(NC(=S)N/N=C/c2c[nH]c3ccccc23)c1	30	-2	3	-5	17	-4	10	11	9	-3	-89
COc1ccc(Cl)cc1-c1nc(SCC(=O)NC2CCS(=O)(=O)C2)n[nH]1 (configuration not stated)	6	4	9	8	9	-2	-10	23	15	0	6
CCNC(=O)Nc1cc(S(=O)(=O)Nc2ccc(OC)cc2)ccc1N1CCOCC1	6	2	-14	3	-5	.	72	-2	22	0	85*
O=C(NCCC(=O)N1CCCC1)c1ccccc1Cl	-13	7	6	-27	-30	-6	-15	-7	2	4	-2
COc1ccccc1Cc1nc(-c2ccc(C)cc2)no1	-31	-9	0	-178	-183	-5	-42	1	-11	-2	-42
Cc1ccc(C(=O)Cn2cnc3ccccc3c2=O)cc1	-88	7	-9	-256	-187	-7	-57	-1	-2	3	-74
CC(=O)Nc1cccc(-c2csc(Nc3ccc(Cl)cn3)n2)c1	-64	8	-6	-241	-296	-5	-52	0	-27	0	-133
FC(F)(F)c1ccc(Cl)c(N/N=C/c2ccc(N3CCOCC3)s2)c1	-8	-1	-1	-19	0	-6	5	0	10	-6	-34
N#Cc1ccc(S(=O)(=O)NCCc2ccncc2)cc1	6	-6	3	13	18	-19	-39	2	0	.	7
COc1cc(NC(=O)CN2C(=O)COc3ccccc32)cc(OC)c1	8	-16	-6	15	14	-3	8	-3	10	.	3
CC1=CC(=O)C2=C(C)CCC3C(C)C(=O)OC3C12 (configuration not stated)	.	-1	4	-12	7	.	4	.	24	.	-28

Random draw from the library; any-hit rate near 3.3%.
